MCF10A rerep – inducers of DNA re-replication in MCF 10A breast cells; MCF 10A DNA re-replication, Hoechst nuclear intensity, 48 h; Potency, µM (top dose mostly 46.1 µM), without a hit: at the top dose activity, positive = re-replication, actives largely listed as activators; 350,000 tested, 2.9% active; AID 624296; further: potency means the concentration at half of the fitted maximal effect; % of control where 0% means no effect; nearly all actives have a fitted effect of over 50% in size
HT1080-NT tox – kills 2HG-producing HT-1080-NT fibrosarcoma cells; HT-1080-NT fibrosarcoma viability, CellTiter-Glo ATP luminescence, 48 h; Potency, µM (doses to about 46.1 µM), without a hit: at the top dose activity, negative = less viability, most hits filed as cytotoxic; 360,000 tested, 1.6% active; AID 686970;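 further: NT is the 2HG producing partner of a matched IDH1 knockdown line; potency means the concentration at half of the fitted maximal effect; 0% = DMSO-treated cells and -100% = media-only wells without cells; nearly all actives have a fitted effect of over 55% in size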
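Toxicity toward the 2HG-producing NT line was scored as %Activity, normalised to DMSO and no-cell wells, from CellTiter-Glo luminescence after 48 hours' treatment.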
KB-V1 MDR tox – KB-V1 MDR subline cytotoxicity. KB-V1 MDR cells viability, CellTiter-Glo, 72 h. Potency, µM (top dose mostly 46.1 µM), for the others: at the top dose activity change, negative = cytotoxicity, actives largely listed as cytotoxic. 400,000 tested, 3.4% active. AID 1347076; further: potency means the concentration at half of the fitted maximal effect; on the % scale 0 is the no-effect control and ±100 the full control effect; nearly all actives have a fitted effect of over 60% in size
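Following 72 h at 37 degrees C with compound, KB-V1 cell viability was read by CellTiter-Glo luminescence, medium being phenol-red-free DMEM plus 10% FBS; concentration-response parameters came from normalized, curve-fitted qHTS data.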
KB-3-1 cytotox – KB-3-1 parental cell cytotoxicity; KB-3-1 viability, CellTiter-Glo ATP luminescence, 72 h; Potency, µM (series often up to 46.1 µM), for the others: at the top dose activity change, negative = cytotoxic, most hits filed as cytotoxic; 400,000 tested, 1.4% active; AID 1347075; further: potency means the concentration at half of the fitted maximal effect; on the % scale 0 is the no-effect control and ±100 the full control effect; nearly all actives have a fitted effect of over 60% in size
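Multi-concentration cytotoxicity screen in KB-3-1 cells grown in DMEM lacking phenol red with 10% FBS. After 72 h at 37 °C with compound, ATP-dependent luminescence was recorded.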
SW480 rereplic – induces DNA re-replication in SW480 colon adenocarcinoma cells; SW480 DNA re-replication, Hoechst DNA content imaging, 48 h; Potency, µM (doses to about 46.1 µM), for the others: at the highest dose re-replication activation, most hits filed as activators; 340,000 tested, 1.8% active; further: potency means the concentration at half of the fitted maximal effect; % of control where 0% means no effect; nearly all actives have a fitted effect of over 55% in size
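Treated cells incubate 48 hr (37 C, 5% CO2), are stained 40 min with Hoechst, and nuclear fluorescence is enumerated; a rise in nuclei with high DNA signal marks re-replication.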
HT1080 IDH1KD tx – kills HT-1080 cells with IDH1 knockdown; AID 686971; 360,000 tested, 2% active; Potency, µM (highest dose often 46.1 µM), for inactives: top-dose activity, negative = toxicity, hits mostly cytotoxic; HT-1080 IDH1 knockdown viability, ATP luminescence, 48 h;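 further: potency means the concentration at half of the fitted maximal effect; 0% = DMSO wells and -100% = cell-free medium wells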
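Luminescent ATP read-out (CellTiter-Glo, 10 min at room temperature) after 48 h compound exposure at 37 °C gave viability of IDH1-knockdown HT-1080 cells. Activity was normalised to DMSO and cell-free wells, then fitted as concentration-response curves.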
IL1B secr inh – blocks inflammasome-driven IL-1 beta release. activity change, % at 57.5 µM. AID 743279. THP-1 LPS/ATP IL-1B secretion, AlphaLISA, 16 h; stronger effect = lower value. 360,000 tested, 4.7% active; in the data active means activity change below about -50%; inconclusive means mostly about -30% to -49%; further: on the % scale 0 is the no-effect control and ±100 the full control effect
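Secreted IL-1B measured by AlphaLISA bead assay after 16 h compound exposure of THP-1 cells; compounds (final up to 57.5 uM) added 1 h before LPS (250 ng/mL) and ATP (1.25 mM) stimulation; lower signal means less secretion.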
ATXN2 expr inh – inhibitors of ATXN2 expression; HEK-293 ATXN2-luciferase reporter, luminescence, 24 h; Potency, µM (titrated, usually from 57 µM), for the others: top-dose activity change, negative = inhibition, most hits filed as inhibitors; 360,000 tested, 0.72% active; AID 1745845; further: potency means the concentration at half of the fitted maximal effect; on the % scale 0 is the no-effect control and ±100 the full control effect; nearly all actives have a fitted effect of over 55% in size
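ATXN2-luciferase reporter cells (luciferase flanked by upstream and downstream ATXN2 gene portions) were treated 24 h at 37 °C with compounds at up to 57 uM. SteadyGlo luminescence gave expression; GF-AFC fluorescence gave viability.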
S2 tox – cell viability loss in ATXN counter-screen. S2 cells (HEK-293 line with an ATXN2-luciferase reporter) viability, CellTiter-Fluor protease fluorescence, 24 h. Potency, µM (highest dose often 56.7 µM), usual class: cytotoxic. 400,000 tested, 0.49% active. AID 651635; further: potency means the concentration at half of the fitted maximal effect; nearly all actives have a fitted effect of over 40% in size
Numbers without * were called inactive; i = inactive; ? = inconclusive; . = no result given; & = joins results of further samples; [ ] = remark or other dose. Unless noted, the call rests on the fitted dose curve; in most records, active means well fitted curve in the direction sought with a large enough effect; inconclusive means small, poorly fitted or top-dose-only effect, or another doubt; inactive means no such curve, though single readings can be large; an effect the other way counts as inactive or inconclusive.

Compound,ATXN2 expr inh,IL1B secr inh,S2 tox,MCF10A rerep,HT1080 IDH1KD tx,KB-V1 MDR tox,KB-3-1 cytotox,HT1080-NT tox,SW480 rereplic
CC(C)(C)NC(=O)Cn1nnc(-c2ccc(OCc3c(F)cccc3Cl)cc2)n1,-14%,?,i,?,-11%,4%,0%,?,-1%
O=C1C(Cc2ccccc2)Nc2ncnc(N3CCOCC3)c2N1Cc1ccc(Cl)cc1 (stereo not given),0%&-5%,0&20,?,19%,-1%&-17%,?,-18%&0%,-7%&-13%,1%
COc1ccc(C2CC2/C(=N/OC(=O)c2cccs2)c2ccccc2)cc1 (stereo not given),51%[activator],-19,i,4%,-1%,0%,3%,0%,-5%
O=C(CSc1oc(-c2ccc(F)cc2)nc1S(=O)(=O)c1ccccc1)NCC1CCCO1 (stereo not given),-6%,15,i,-11%,?,?,?,-22%,-2%
Cc1c(N2C(=O)/C(=C3\C(=O)N(CC(=O)O)c4ccccc43)SC2=S)c(=O)n(-c2ccccc2)n1C,.,0,i,-2%,-2%,-21%,?,?,4%
CC1=C(C(=O)Nc2ccc(C(=O)NCCCN3CCCCC3C)cc2)SCCO1 (stereo not given),.,?,i,.,-16%,-3%,0%,-4%,.
COc1ccc(-c2noc(-c3ccc(N4CCN(c5ccccc5)CC4)c([N+](=O)[O-])c3)n2)cc1,6%,.,i,.,.,12%,4%,.,.
CCc1cccc(C)c1NC(=O)CN1C(=O)C2(SCC(=O)N2c2cc(C)cc(C)c2)c2ccccc21 (stereo not given),-1%,.,i,.,.,0%,0%,.,.
O=C(Cc1ccc(Cl)c(Cl)c1)Nc1ccccc1N1CCOCC1,-25%,19,i,24%,-12%,-25%,-2%,-27%,4%
Cc1ccc(C(C#N)N2CCOCC2)cc1 (stereo not given),1%,5,i,-8%,13%,2%,5%,16%,-8%
CCOC(=O)c1noc2nc(C)n(Cc3ccc([N+](=O)[O-])cc3)c(=O)c12,12%,.,i,.,.,?,17%,.,.
COc1ccccc1CNC(=O)CN1C(=O)CCc2cc(S(=O)(=O)N3CCCCC3)ccc21,14%,.,i,.,.,-3%,-1%,.,.
COc1ccc(C2=NN(CCC(=O)NCC3CCCO3)C(=O)CC2)cc1 (stereo not given),5%,7,i,-2%,12%,11%,4%,3%,-6%
CN(C(=O)C1Cc2c(-c3ccc(Cl)cc3)ccnc2O1)c1ccccc1 (stereo not given),-6%,-4,i,.,-1%,-1%,0%,-20%,.
C[C@H](CO)N1C[C@H](C)[C@@H](CN(C)C(=O)Nc2ccccc2F)Oc2cc(Br)ccc2S1(=O)=O,-2%,25,i,.,5%,-10%,-5%,8%,.
CCOc1ccc(S(=O)(=O)N2CCN(C(=O)c3sccc3C)CC2)cc1,-14%,-15,i,5%,-2%,0%,3%,1%,-2%
CCN1C(=O)c2cccc3c(S(=O)(=O)NCc4ccccc4)ccc1c23,16%,-26,.,16µM*,-4%,-16%,-2%,-6%[9.24 µM],?
CNc1cccc(-c2cc(OC)c(OC)c(OC)c2)n1,4%,0,i,.,-6%,-7%,0%,-4%,.
Cc1cccc(NC(=O)CSCc2cc(=O)n3c(C)csc3n2)c1C,12%,6,i,0%,3%,-2%,9%,7%,5%
O=[n+]1cc(-c2ccccc2)n([O-])c2c1CCC2,1%,-10,i,3%,9%,?,-2%,12%,0%
NC(=O)c1ccc[n+](CC(=O)c2ccc(Cl)c(Cl)c2)c1,3%,0,i,-14%,5%,0%,-1%,3%,2%
CCOc1cc([C@@H]2C[C@H]3CN(c4ccccc4)C(=O)[C@]34CCCN24)ccc1OC,?,21,i,?,?,-8%,-4%,-23%,11%
Cc1ccc2[nH]cc(CCNC(=O)C3CCCCC3)c2c1,.,-1,i,1%,-3%,-18%,-16%,1%,-5%
Cn1c(-c2ccc(=O)[nH]c2)nc2ccccc21,24%,30,i,-3%,9%,-5%,1%,3%,-5%
COC(=O)c1c(NC(=O)c2cc(OC)c(OC)c(OC)c2Br)sc2c1CCC(C)C2 (stereo not given),26%,.,i,.,.,-1%,-29%,.,.
O=C(COC(=O)Cc1ccc(Cl)cc1)NC1CCCC1,10%,3,i,-4%,7%,15%,0%,18%,-4%
CCOc1ccc2oc(C(=O)OCC(=O)N(CC(C)C)c3c(N)n(Cc4ccccc4)c(=O)[nH]c3=O)c(C)c2c1,0%,?,?,-5%,-15%,?,12%,3%,1%
Cc1cccc(CN2CCN(CC(=O)NCCc3ccc(Cl)cc3)C2=O)c1,-14%,.,i,.,.,-29%,6%,.,.
COc1cccc(CCc2nnc(CCC(=O)N(C)C3CC(C)(C)NC(C)(C)C3)o2)c1,-6%,-11,i,-4%,11%,4%,0%,-1%,-14%
COc1ccc(/C=N/NC2=NS(=O)(=O)c3ccccc32)cc1OC(C)=O,1%,13,i,-1%,4%,0%,-7%,3%,-8%
CC(C)Oc1ccc(C(=O)NCc2cccnc2)cc1,3%,2,i,1%,-2%,-5%,-2%,-7%,-7%
COc1ccc(NC(=O)CN2CCC(C(=O)c3ccc(F)cc3)CC2)c(OC)c1,-16%,45,i,24%,1%,-7%,-11%,11%,0%
CCn1c(SCc2ccc(C#N)cc2)nnc1-c1ccc(S(=O)(=O)N2CCCCC2)cc1,-20%,-6,i,-2%,-4%,-17%,?,-22%,-4%
CC(C)CN(C(=O)COC(=O)C12CC3CC(CC(C3)C1)C2)c1c(N)n(Cc2ccccc2)c(=O)[nH]c1=O,14µM*,3,22µM*,-21%,?,8%,?,?,4.1µM*
Cc1ccc(C)c(NS(=O)(=O)c2ccc3[nH]c(=O)[nH]c3c2)c1,.,9,i,-3%,0%,-6%,1%,11%,1%
O=C(Cn1cnc2ccccc21)N/N=C/c1ccccn1,-19%,6,i,0%,1%,-1%,12%,-3%,-1%
COC(=O)[C@H]1C[C@H](OC(=O)NCC2CCCCC2)[C@@]2(O)CN(S(=O)(=O)c3ccc(C)cc3)CC2[C@H]1C(=O)OC (stereo not given in full),36%[activator],?,?,.,?,12%,-4%,1%,.
CCOc1ccc(-c2nnn(CC(=O)Nc3ccccc3OC)n2)cc1OCC,-15%,10,?,?,?,-9%,13%,6%,-2%
CCOC(=O)/C(C#N)=C1/SC(CC)C(=O)N1c1ccc(Br)cc1 (stereo not given),5%,0,i,7%,14%,8.2µM*,5%,-2%,-13%
Cc1cc(C)c(C)c(S(=O)(=O)N(C)C2CCN(C)CC2)c1C,-20%,-18,?,?,-14%,-4%,-3%,-1%,?
O=C(CSc1nnnn1-c1ccc(C(=O)O)cc1)NC1CCCCC1,2%,3,i,-24%,5%,?,9%,6%,10%
Cc1cc(C)cc(NC(=O)CSc2nc3[nH]c(=O)cc(O)c3s2)c1,-2%,0,i,-1%,3%,5%,7%,-2%,2%
O=C(NC1CCCCC1)C(c1ccc(O)c(O)c1)N(C(=O)Cn1nnc2ccccc21)c1cccc(O)c1 (stereo not given),13%,-13,i,7%,18%,0%,0%,-8%,-1%
CC12CCC(C/C1=N/NC(=O)Nc1ccccc1)C2(C)C (stereo not given),.,12,i,21%,8%,20%,-4%,16%,-10%
COc1cc(-c2nc3cccc(C)n3c2Nc2ccc3c(c2)OCCO3)ccc1O,?,.,i,.,.,2%,11%,.,.
COc1ccccc1-c1c(C)nn2c(N3CCCCCC3)cc(C)nc12,?,-77*,?,?,?,?,?,?,26%
Cc1ccccc1NC(=O)CCCN1C(=O)C2CC=CCC2C1=O (stereo not given),4%,9,i,1%,16%,7%,3%,0%,25%
O=S(=O)(c1ccc(-n2cnnn2)cc1)N(C1CCCCC1)C1CCCCC1,-5%,-9,i,1%,-2%,-12%,-7%,-1%,1%
O=C(CCNC(=O)c1ccc([N+](=O)[O-])cc1)NCCc1ccc(Cl)cc1,-2%,17,i,10%,8%,?,9%,6%,0%
COc1ccc(OC)c(NC(=O)CN2C(=O)COc3ccc(C)cc32)c1,-20%,7,i,1%,7%,-1%,-2%,9%,-8%

Part of the list above, with two lines to a compound:
Results follow in this order: ATXN2 expr inh, IL1B secr inh, S2 tox, MCF10A rerep, HT1080 IDH1KD tx, KB-V1 MDR tox, KB-3-1 cytotox, HT1080-NT tox, SW480 rereplic
COC(=O)[C@H]1C[C@H](OC(=O)NCC2CCCCC2)[C@@]2(O)CN(S(=O)(=O)c3ccc(C)cc3)CC2[C@H]1C(=O)OC (stereo not given in full)
    36%[activator], ?, ?, ., ?, 12%, -4%, 1%, .
CCOc1ccc(-c2nnn(CC(=O)Nc3ccccc3OC)n2)cc1OCC
    -15%, 10, ?, ?, ?, -9%, 13%, 6%, -2%

(next part)
Compound,ATXN2 expr inh,IL1B secr inh,S2 tox,MCF10A rerep,HT1080 IDH1KD tx,KB-V1 MDR tox,KB-3-1 cytotox,HT1080-NT tox,SW480 rereplic
Clc1ccccc1Cn1c(-c2cccs2)nc2ccccc21,4%,.,i,.,.,?,-27%,.,.
CCOC(=O)C1CCCN(C(=O)c2cnn3c(C(F)(F)F)cc(-c4ccccc4)nc23)C1 (stereo not given),7%,-9,i,-21%,-3%,-21%,-11%,1%,0%
Cc1ccnc(NC(=O)CNC(=O)c2ccc3c(c2)OCO3)c1,-4%,26,i,-1%,11%,-2%,1%,26%,-10%
O=C(OCC(=O)N1CCCCC1)c1cc(NS(=O)(=O)c2ccc(Cl)c([N+](=O)[O-])c2)ccc1O,0%,?,i,?,-3%,5%,10%,-12%,-2%
COc1ccc(-c2nc(N3CCOCC3)nc3n[nH]c(N)c23)cc1,34%,-70*,i,1%,?,-16%,-16%,?,-3%
COC(=O)c1ccc(CNC(=O)C2CCC(=O)N(CCc3ccccn3)C2)cc1 (stereo not given),.,-13,i,.,2%,16%,-5%,-2%,.

High-throughput results from PubChem BioAssay.
